# Bioassay records as filed in PubChem.
# CHRM1 antagonist: human M1 muscarinic receptor antagonists, primary screen, CHO-K1 cells, Fluo-8 calcium fluorescence, 1536-well; Muscarinic acetylcholine receptor M1 (Homo sapiens), P11229; CHO-K1 hM1, ACh EC80 antagonist; inhibition, % at 3 µM; hit rate 1.3% among 360,000; AID 588852, 2011;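 active = percent inhibition above its own plate's cutoff, namely the mean of that plate's compound wells plus 3 SD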;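 note: peak over basal fluorescence ratio during 140 s after agonist addition; 0% = ACh EC80 plus DMSO and 100% = DMSO alone without agonist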
# Target sequence (P11229 whole entry, looked up): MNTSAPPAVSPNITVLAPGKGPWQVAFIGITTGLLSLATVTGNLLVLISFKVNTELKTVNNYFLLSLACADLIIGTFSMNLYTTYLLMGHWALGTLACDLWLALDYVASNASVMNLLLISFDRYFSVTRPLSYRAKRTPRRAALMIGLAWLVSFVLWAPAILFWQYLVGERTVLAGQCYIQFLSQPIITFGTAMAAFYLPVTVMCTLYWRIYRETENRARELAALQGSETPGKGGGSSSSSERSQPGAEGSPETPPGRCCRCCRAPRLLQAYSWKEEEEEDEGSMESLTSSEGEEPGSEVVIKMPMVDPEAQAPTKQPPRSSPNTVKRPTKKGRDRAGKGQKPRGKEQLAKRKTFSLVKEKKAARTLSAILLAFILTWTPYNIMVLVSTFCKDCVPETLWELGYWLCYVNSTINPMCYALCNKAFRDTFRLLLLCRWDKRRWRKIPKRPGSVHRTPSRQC
# CHRM5 antagonist: human M5 muscarinic receptor antagonists, primary screen, CHO cells, Fluo-8 calcium fluorescence. inhibition, % at 3 µM. Muscarinic acetylcholine receptor M5 (Homo sapiens), P08912. CHO-hM5 cells, ACh EC80. hit rate 0.59% among 360,000;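 active = inhibition above a per-plate cutoff, the mean of that plate's test compounds plus 3 SD, cut at about 27% in these data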;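 note: 0% = acetylcholine EC80 with DMSO and 100% = DMSO without agonist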
# M4 antag: human M4 muscarinic receptor antagonists, primary screen, CHO cells, Fluo-8 calcium fluorescence. Muscarinic acetylcholine receptor M4 (Homo sapiens), P08173. hit rate 0.73% among 360,000. inhibition, % at 3 µM. AID 624125, 2012. CHO-hM4 cells, ACh EC80;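 active = inhibition above its plate's cutoff, the mean inhibition of sample wells plus 3 SD, cut at about 27% in these data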;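 note: 0% = acetylcholine EC80 with DMSO and 100% = DMSO without agonist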
# M5 ag: human M5 muscarinic receptor agonists, primary screen, CHO-K1 cells, Fluo-8 calcium fluorescence. CHO-K1 hM5 cells; 0% DMSO wells, 100% maximal acetylcholine response. Muscarinic acetylcholine receptor M5 (Homo sapiens), P08912. hit rate 0.19% among 360,000. activation, % at 3 µM;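 active = activation above the run's mean over test compounds plus 3 SD, cut at about 23% in these data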;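 note: signal is peak over basal fluorescence ratio across the kinetic read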
# M1 PAM: human M1 muscarinic receptor positive allosteric modulators, primary screen, CHO-K1 cells, Fluo-8 calcium fluorescence, 1536-well | Muscarinic acetylcholine receptor M1 (Homo sapiens), P11229 | CHO-K1 hM1, ACh EC20; 0% = ACh EC20, 100% = maximal ACh | activation, % at 3 µM | hit rate 0.088% among 360,000 | AID 588819, 2011; in the data active = activation above about 19%, passing the limit was not always enough
# TAAR1 agonist: human TAAR1 agonists, primary screen, Fluo-8 calcium fluorescence, CHO RD-HGA16 cells | hit rate 0.99% among 360,000 | vehicle wells 0%, saturating PEA agonist 100% | activation, % at 3 µM | Trace amine-associated receptor 1 (Homo sapiens), Q96RJ0;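 active = activation above the mean activation of all test compounds in the run plus 3 SD, cut at about 38% in these data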
# Target sequence (Q96RJ0 whole entry, looked up): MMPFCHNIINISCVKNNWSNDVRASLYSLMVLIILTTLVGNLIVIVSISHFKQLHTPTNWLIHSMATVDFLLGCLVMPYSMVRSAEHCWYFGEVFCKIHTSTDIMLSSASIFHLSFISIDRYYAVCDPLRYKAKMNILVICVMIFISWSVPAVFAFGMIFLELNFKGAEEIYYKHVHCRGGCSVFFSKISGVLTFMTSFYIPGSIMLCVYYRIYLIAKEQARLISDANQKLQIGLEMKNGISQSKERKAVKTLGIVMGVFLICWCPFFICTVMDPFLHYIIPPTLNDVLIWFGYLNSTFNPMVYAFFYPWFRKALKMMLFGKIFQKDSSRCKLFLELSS
#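 Benchmarks: low control DMSO, high control PEA (EC100); System: CHO RD-HGA16 cells carrying human TAAR1 plus Gα16; Detection: Fluo-8 fluorescence, 5 s baseline then 140 s kinetic read; Schedule: 17-24 h plating, Fluo-8 75 min 37 °C, 30 min RT; Read-out basis: % activation from peak over basal fluorescence ratio, DMSO-to-PEA scaled.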
# M1 ag: human M1 muscarinic receptor agonists, primary screen, Fluo-8 calcium fluorescence, CHO-K1 cells, HTS; Muscarinic acetylcholine receptor M1 (Homo sapiens), P11229; CHO-K1 hM1, agonist mode; 0% DMSO, 100% acetylcholine EC100; activation, % at 3 µM; hit rate 0.33% among 360,000;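 active = activation above the run's mean compound activation plus 3 SD, cut at about 16% in these data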;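 note: peak over basal fluorescence ratio within a 140 s kinetic read after compound addition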
# CHRM5 PAM: human M5 muscarinic receptor positive allosteric modulators, primary screen, CHO-K1 cells, Fluo-8 calcium fluorescence; CHO-K1 hM5, ACh EC20 PAM; 0% = ACh EC20, 100% = ACh EC100; activation, % at 3 µM; hit rate 0.3% among 360,000; Muscarinic acetylcholine receptor M5 (Homo sapiens), P08912; AID 624038, 2012;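 active = activation above the run cutoff, the mean activation of all test compounds plus 3 SD, cut at about 18% in these data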
#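 Measured by: Fluo-8 calcium fluorescence; material: human M5 receptor in CHO-K1 cells; schedule: Post-acetylcholine fluorescence recording 140 s; benchmarks: low control EC20 acetylcholine (0%), high control EC100 acetylcholine (100%); read-out: Max/basal fluorescence ratio as % of EC20–EC100 ACh window; compound: single dose, 3 µM nominal final test concentration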
# M4 ag: human M4 muscarinic receptor agonists, primary screen, CHO-K1 cells, Fluo-8 calcium fluorescence; Muscarinic acetylcholine receptor M4 (Homo sapiens), P08173; CHO-K1 hM4/Gqi5; vehicle 0%, full acetylcholine response 100%; activation, % at 3 µM; hit rate 0.14% among 360,000; AID 624127, 2012;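 active = activation above the run mean over all test wells plus 3 SD, cut at about 32% in these data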;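 note: peak over basal fluorescence ratio per well then scaled between controls; 0% = DMSO wells and 100% = acetylcholine at EC100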
# The depositor's hits bear a star. Some of the compounds tested; rates above refer to the full screens.
1. Cc1cc(C)cc(OCC(=O)NNC(=O)c2ccoc2C)c1
2. O=C(CC(c1ccccc1O)N1CCCCC1)N1CCCCC1 (stereo unspecified)
3. CCN1CCc2c(OCC(=O)N3CCCCC3)cccc2C1=O
4. CCOc1cc(C2/C(=C(\O)c3cc(C)ccc3C)C(=O)C(=O)N2CCN(C)C)ccc1O (stereo unspecified)
5. COCCNC(=S)N1CCC(c2nc(-c3ccc(F)cc3)no2)CC1
6. O=C(CCCc1ccccn1)c1ccccc1
7. COc1ccc(COC(=O)CCS(=O)(=O)c2ccc(C)cc2)cc1
8. COC(=O)CSc1nc2ncc(Cl)cc2[nH]1
9. CSc1nc(N)nc2c1ncn2CC(=O)N1CCN(c2ccccn2)CC1
10. Cc1nc(Cl)c(C#N)cc1-c1ccccc1

Screen / compound no.	1	2	3	4	5	6	7	8	9	10
CHRM1 antagonist	-5	70*	5	11	-2	-14	-9	-11	-16	3
CHRM5 antagonist	-6	8	1	-6	14	-2	-5	-4	-13	-6
M4 antag	-1	78*	-13	-4	-4	-13	-8	-4	-5	0
M5 ag	-2	-7	1	-4	5	1	1	-3	0	-4
M1 PAM	9	-23	-2	-6	4	7	4	9	15	-2
TAAR1 agonist	8	8	8	8	4	1	3	-1	1	7
M1 ag	-3	-6	-4	-2	1	-7	-1	-3	2	-7
CHRM5 PAM	-2	-17	3	-2	-11	1	-2	3	7	-1
M4 ag	1	2	2	0	9	2	2	0	0	-1

11. CCC(C)NC(=O)c1nn(C)c(=O)c2ccccc12 (stereo unspecified)
12. CCc1nnc(/N=C/c2c(O)n(-c3ccc(Cl)cn3)c(=O)c3ccccc23)s1
13. O=c1[nH]n2c(-c3ccccc3)nc(O)c2c2ccccc12
14. CCOCCCNC(=S)N(CCN(CC)CC)Cc1cc2cc3c(cc2[nH]c1=O)OCCO3
15. Cc1cc(C(=O)Nc2sc3c(c2C#N)CCC3)no1
16. NC(=O)C1CCCN(C(=O)CCC(=O)c2cccs2)C1 (stereo unspecified)
17. CCOC(=O)c1ccccc1NC(=O)COC(=O)CSC(C)C(=O)Nc1cc(C)on1 (stereo unspecified)
18. Cc1nn(C(C)C(=O)c2cccc(Cl)c2)c(C)c1[N+](=O)[O-] (stereo unspecified)
19. CCc1nnc(SCC(=O)Nc2ccc(C(C)=O)cc2)nc1CC
20. COc1ccccc1C(=O)NNC(=O)CN(C)S(=O)(=O)c1ccc(Cl)cc1

Screen / compound no.	11	12	13	14	15	16	17	18	19	20
CHRM1 antagonist	0	-17	-6	0	-1	-17	-1	-6	1	-16
CHRM5 antagonist	-8	-8	-2	10	2	10	-6	-2	2	25
M4 antag	-6	3	-13	-4	-2	4	-8	0	3	2
M5 ag	2	2	-1	-1	3	1	0	-10	-2	3
M1 PAM	4	13	8	1	2	5	2	-10	0	9
TAAR1 agonist	4	2	0	3	6	4	2	0	-4	5
M1 ag	-1	0	-3	-10	-4	-2	-2	-11	-5	-2
CHRM5 PAM	13	5	-3	-2	-5	-16	4	-8	-2	-1
M4 ag	2	1	2	0	1	2	4	0	1	2

# A different layout for 4 compounds above:
item | Structure | CHRM1 antagonist | CHRM5 antagonist | M4 antag | M5 ag | M1 PAM | TAAR1 agonist | M1 ag | CHRM5 PAM | M4 ag
14 | CCOCCCNC(=S)N(CCN(CC)CC)Cc1cc2cc3c(cc2[nH]c1=O)OCCO3 | 0 | 10 | -4 | -1 | 1 | 3 | -10 | -2 | 0
15 | Cc1cc(C(=O)Nc2sc3c(c2C#N)CCC3)no1 | -1 | 2 | -2 | 3 | 2 | 6 | -4 | -5 | 1
16 | NC(=O)C1CCCN(C(=O)CCC(=O)c2cccs2)C1 (stereo unspecified) | -17 | 10 | 4 | 1 | 5 | 4 | -2 | -16 | 2
17 | CCOC(=O)c1ccccc1NC(=O)COC(=O)CSC(C)C(=O)Nc1cc(C)on1 (stereo unspecified) | -1 | -6 | -8 | 0 | 2 | 2 | -2 | 4 | 4

# New compounds follow
21. O=C(CO/N=C\c1ccccc1)Nc1ccccc1C(=O)N1CCOCC1
22. COc1cccc(NC(=O)Cn2nnc(C(=O)Nc3ccccc3)c2N)c1
23. O=C(Oc1coc(CSc2ncccn2)cc1=O)c1cccs1
24. CCC(C)c1ccc(NC(=O)C2CCCN(c3ncccn3)C2)cc1 (stereo unspecified)
25. Cc1c(N=Cc2ccncc2)c(=O)n(-c2ccccc2)n1C
26. COc1ccc(NC(=O)c2sccc2OS(=O)(=O)N(C)C)cc1
27. CCOC(=O)C1=C(CN2CC(C)CC(C)C2)NC(=O)NC1c1ccc2c(c1)OCO2 (stereo unspecified)
28. S=C(NCc1cccc(Cl)c1)NC1CCCCC1
29. O=C(NCc1ccccc1)c1onc(CSc2ccc(Cl)cc2)c1C(=O)NCC1CC1
30. CCC(c1nnnn1C1CCCC1)N1CCN(C(=O)c2ccco2)CC1 (stereo unspecified)

Screen / compound no.	21	22	23	24	25	26	27	28	29	30
CHRM1 antagonist	1	-6	-19	0	-19	-6	20	-12	-6	-35
CHRM5 antagonist	10	-1	-1	-1	-1	-29	25	-1	-6	2
M4 antag	8	1	-7	-11	1	-10	5	-1	-8	-1
M5 ag	-1	-1	3	-6	0	2	1	-3	-1	3
M1 PAM	-3	8	11	-8	2	8	-8	-3	7	8
TAAR1 agonist	7	8	1	4	10	5	9	1	7	3
M1 ag	-5	-3	-3	-7	-1	-7	-2	-6	0	-4
CHRM5 PAM	-7	3	5	-3	-1	4	-14	-7	1	5
M4 ag	2	3	1	-3	0	4	16	4	4	0

31. N#CC1=C(N)Nc2ncnn2C1c1ccc([N+](=O)[O-])cc1 (stereo unspecified)
32. Cc1ccccc1Nc1nnc(SCC(=O)Nc2ncc(C(F)(F)F)cc2Cl)s1
33. O=C(NCCn1cccn1)c1ccc(OC2CCN(CCc3ccccc3)CC2)cc1
34. Cc1ccc(S(=O)(=O)NCC(=O)OC(C(=O)c2ccccc2)c2ccccc2)cc1 (stereo unspecified)
35. O=C(Nc1nccs1)c1cccc(NC(=O)C2CC2)c1
36. CCn1cc(S(=O)(=O)c2ccc(Cl)cc2)c(=O)c2cc(OC)ccc21
37. NC(=O)Nc1ccc(C(=O)OCC(=O)Nc2ccc([N+](=O)[O-])cc2C(F)(F)F)cc1
38. COc1ccccc1CN1CC(C(=O)N2CCCCCCC2)CCC1=O (stereo unspecified)
39. COc1ccc(CCN(C)C/C=C/c2ccccc2[N+](=O)[O-])cc1OC
40. Cc1ccc(NC(=O)CCNS(=O)(=O)c2ccccc2)cc1S(=O)(=O)N1CCOCC1

Screen / compound no.	31	32	33	34	35	36	37	38	39	40
CHRM1 antagonist	-24	-4	-10	6	3	-3	-3	9	5	0
CHRM5 antagonist	1	0	9	0	0	15	19	-4	4	8
M4 antag	-4	-1	4	11	-18	-20	-2	5	6	-12
M5 ag	4	0	-12	-3	2	0	-2	-2	-21	-1
M1 PAM	11	0	5	-2	-3	2	4	-2	-12	13
TAAR1 agonist	2	7	4	8	5	0	4	2	20	3
M1 ag	2	-3	-7	-6	-2	-1	-4	-2	-9	0
CHRM5 PAM	4	-2	5	-5	-6	-5	-12	-3	0	-1
M4 ag	2	0	1	1	6	0	3	0	1	2

41. CCN(CCO)C(=O)C(c1ccccc1)c1ccccc1
42. Nc1ccc(O)cc1C(=O)OCC(=O)c1ccc(C2CCCCC2)cc1
43. Cc1ccccc1NC(=O)/C(C#N)=C\c1cn(CC(=O)O)c2ccccc12
44. Cc1ccc(S(=O)(=O)N(C)C[C@H]2Oc3cc(C#Cc4ccccc4)ccc3S(=O)(=O)N([C@H](C)CO)C[C@@H]2C)cc1
45. Cc1cc(C)nc(NS(=O)(=O)c2ccc(N/C=C/C(=O)c3ccc(Cl)cc3)cc2)n1
46. CCOc1ccc(NC2=CC(=O)CCC2)cc1
47. CCCc1cc(=O)[nH]c(SCC(=O)c2ccc3c(c2)NC(=O)CO3)n1
48. CCOc1ccc(OCC)c(S(=O)(=O)n2ccnc2C)c1
49. O=C(Nc1ccc(Br)cc1)c1ccc(N2C(=O)C3CC=C(Cl)CC3C2=O)cc1 (stereo unspecified)
50. S=C(NCCc1ccccc1)N/N=C/c1cccc(Cl)c1Cl

Screen / compound no.	41	42	43	44	45	46	47	48	49	50
CHRM1 antagonist	-2	-5	-2	-9	0	-10	-4	-10	-1	5
CHRM5 antagonist	-6	12	9	-4	-5	9	6	5	-5	-1
M4 antag	4	5	5	-15	3	-18	1	-10	-2	-2
M5 ag	-3	-3	4	2	-1	-4	5	-2	-1	-2
M1 PAM	10	12	-2	9	6	9	5	10	4	-7
TAAR1 agonist	4	-2	3	3	0	0	54*	2	11	2
M1 ag	-3	-6	-4	-1	-4	3	-4	-1	-3	-8
CHRM5 PAM	5	-3	-2	0	1	-1	0	-2	-5	-8
M4 ag	0	2	8	2	0	0	0	0	3	-1

51. CN(CC(=O)Nc1ccc(C#N)cc1)Cc1ccc(Cl)c(Cl)c1
52. O=C(O)c1cc(-c2cccs2)nn1-c1ccccc1
53. Cc1cc(C)c2c(=O)[nH]c(SCC(=O)Nc3ccc(N(C)C)cc3)nc2n1
54. O=C(CSCCc1ccccn1)Nc1ccc(Br)cn1
55. CC(=O)Nc1ccc(C(=O)CSc2nnc(Cn3nnc4ccccc43)n2C)cc1
56. CC(C)Sc1nc(C(F)(F)F)cc(=O)n1-c1ccccc1
57. COc1cc(C2/C(=C(\O)c3ccc4c(c3)CC(C)O4)C(=O)C(=O)N2c2nnc(C)s2)cc(OC)c1OC (stereo unspecified)
58. COc1ccc(C(NC(=O)C2CCN(CCCc3ccccc3)CC2)c2cccs2)cc1 (stereo unspecified)

Screen / compound no.	51	52	53	54	55	56	57	58
CHRM1 antagonist	-10	8	-25	-7	-2	-14	2	-10
CHRM5 antagonist	0	8	2	-5	-1	-2	2	3
M4 antag	43*	-4	3	-9	-1	-12	4	0
M5 ag	-9	3	5	0	1	-4	-1	1
M1 PAM	-10	0	-2	6	2	4	1	7
TAAR1 agonist	5	0	0	9	1	4	3	35
M1 ag	-5	-2	-4	-5	-9	-7	0	-4
CHRM5 PAM	-22	3	-5	5	-1	0	-6	-5
M4 ag	6	0	1	2	0	-3	3	10
